MC4R barr agon – MC4R agonists recruiting beta-arrestin, primary screen, cell-based, luminescence, agonist arm of biased-ligand search. Melanocortin receptor 4 (Homo sapiens), P32245. 360,000 compounds, 0.98% hits. U2OS MC4R beta-arrestin complementation; percent of melanotan II response, DMSO zero. activation, % at 8.9 µM. AID 540308, 2011;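 active = activation above a per-plate cutoff, the mean activation of sample wells on that plate plus 3 SD, cut at about 8% in these data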
CaV13 ICDI inh – Disruptors of the CACNA1D IQ motif to Ca2+-dependent inactivation inhibitor domain association, primary screening, Förster resonance energy transfer in intact living …; inhibition, % at 12.3 µM; 340,000 compounds, 0.098% hits; HEK cells, CFP/YFP FRET ICDI-IQ, plate reader, 10 min; percent FRET-ratio fall versus neutral wells;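 active = mean replicate inhibition of at least 30% and at least 1% of replicates passing that level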;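 note: 0% = median of the neutral control wells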
PDI turbidity – inhibitors of human PDI, primary screen, biochemical, turbidity, single point, plate reader; AID 588391, 2011; 350,000 compounds, 0.052% hits; PDI insulin aggregation turbidity, A650, 90 min; inhibition, % at 10 µM;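 active = mean inhibition across replicates of 30% or more, whatever share of single replicates reach that level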;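 note: absorbance from insulin aggregation driven by PDI reduction with DTT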
Target sequence (P07237 whole entry, looked up): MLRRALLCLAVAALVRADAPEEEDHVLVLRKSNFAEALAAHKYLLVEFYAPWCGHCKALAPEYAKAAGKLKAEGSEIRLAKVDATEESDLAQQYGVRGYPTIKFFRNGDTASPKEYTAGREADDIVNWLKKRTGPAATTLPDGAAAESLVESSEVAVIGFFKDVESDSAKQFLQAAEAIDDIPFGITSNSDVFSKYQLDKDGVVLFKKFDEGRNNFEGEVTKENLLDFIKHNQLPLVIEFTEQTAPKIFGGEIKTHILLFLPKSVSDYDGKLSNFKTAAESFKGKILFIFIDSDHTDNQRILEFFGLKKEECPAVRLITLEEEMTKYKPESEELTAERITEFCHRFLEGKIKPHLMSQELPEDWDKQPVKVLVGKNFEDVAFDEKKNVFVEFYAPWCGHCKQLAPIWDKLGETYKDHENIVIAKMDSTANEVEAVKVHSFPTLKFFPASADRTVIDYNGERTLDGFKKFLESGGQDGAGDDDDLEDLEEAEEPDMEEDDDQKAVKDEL
ABCB6 inh MLPCN – ABCB6 transporter inhibitors, primary screen, K562-ABCB6 cells, flow cytometry, MLPCN library; ATP-binding cassette sub-family B member 6 (Homo sapiens), Q9NP58; K562-ABCB6 porphyrin accumulation, 1 h; stronger effect = lower value; fluorescence ratio to DMSO, % at 10 µM; 360,000 compounds, 0.19% hits; AID 602162, 2011;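 active = fluorescence ratio to DMSO below 75%, the collection mean minus 3 SD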;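 note: signal is porphyrin accumulated inside mitochondria; 100% equals median channel fluorescence of DMSO control wells; lower ratio means ABCB6 inhibition with less porphyrin fluorescence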
Glyco luc inh – increase of ERlucT glycosylation luciferase signal, primary screen, N-linked glycosylation inhibitor project, D54 ERlucT cells, luminescence, set 2. D54 ERlucT glycosylation luciferase reporter, 24 h; percent of 100 nM tunicamycin response. reporter increase, % at 12.5 µM. 360,000 compounds, 0.23% hits;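 active = mean luciferase reporter signal, scaled so untreated is 0 and the glycosylation-blocking control 100, at or above a set limit in every replicate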;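 note: luciferase carries N-glycosylation sites so blocking glycosylation raises the light; 0% = median of neutral control wells and 100% = median of 100 nM tunicamycin wells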
m5-HT2A agonist – mouse Htr2a agonists via beta-arrestin recruitment, primary screen, cell-based, luminescence; CHO-K1 mHTR2A beta-arrestin complementation; percent of 30 µM serotonin response; 5-hydroxytryptamine receptor 2A (Mus musculus), P35363; activation, % at 7.6 µM; 360,000 compounds, 0.66% hits; AID 624169, 2012;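 active = activation above a run cutoff, the mean activation of all tested compounds plus 3 SD, cut at about 14% in these data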;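 note: 0% = plate median of compound wells and 100% = 30 µM serotonin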
Target sequence (P35363 whole entry, looked up): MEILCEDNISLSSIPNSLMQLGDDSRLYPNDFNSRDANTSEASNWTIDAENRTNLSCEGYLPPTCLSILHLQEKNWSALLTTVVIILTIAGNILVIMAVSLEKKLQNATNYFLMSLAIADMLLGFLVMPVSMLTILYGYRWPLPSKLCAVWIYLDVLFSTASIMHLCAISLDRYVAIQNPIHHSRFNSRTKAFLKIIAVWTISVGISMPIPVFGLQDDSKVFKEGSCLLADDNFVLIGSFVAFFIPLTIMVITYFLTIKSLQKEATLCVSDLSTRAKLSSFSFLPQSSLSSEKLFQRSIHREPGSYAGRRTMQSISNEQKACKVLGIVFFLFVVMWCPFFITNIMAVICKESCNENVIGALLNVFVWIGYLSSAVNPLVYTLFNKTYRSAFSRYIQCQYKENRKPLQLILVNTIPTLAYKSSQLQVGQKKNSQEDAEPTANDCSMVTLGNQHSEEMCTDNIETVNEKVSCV
MC4R antag cAMP – MC4R antagonists of cAMP signaling, primary screen, cell-based, TR-FRET, antagonist arm of biased-ligand search | Melanocortin receptor 4 (Homo sapiens), P32245 | MC4R-expressing cells, MTII-stimulated cAMP, LANCE TR-FRET | inhibition, % at 6.5 µM | 360,000 compounds, 0.48% hits | AID 540295, 2011;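 active = inhibition above its plate's cutoff, the mean of tested wells on that plate plus 3 SD, cut at about 29% in these data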;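 note: 0% = Melanotan II alone and 100% = Melanotan II plus saturating MCL0020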
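System – human MC4R-expressing U2OS cells · Also added – Melanotan II · Dosing – one concentration, 6.5 µM nominal · Timing – 30-min compound, 1-h challenge, 1-h detection, room temperature · Measured by – Eu-cAMP/anti-cAMP TR-FRET, emission 671 nm · Replicates – singlicate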
Vif imaging – HIV Vif self-association inhibitors, primary screen, imaging, HEK293T, single point. HEK293T cells, Vif self-association by quenched fluorescence, 24 h. inhibition, % at 7.49 µM. 340,000 compounds, 0.35% hits; in the data active = inhibition above about 50%, passing the limit was not always enough; note: some results filed as inactive read as strong as hits
aDG glyco up – activators of alpha-DG glycosylation, primary screen, uHTS, Pro5-aDG cells, AlphaScreen; alpha-DG glycosylation AlphaScreen (IIH6); 0% Pro5, 100% B10-LARGE cell signal; activation, % at 10 µM; 360,000 compounds, 0.22% hits;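 active = activation of at least 8% versus controls, or a plate z-score of at least 8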;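 note: Pro5 are CHO cells carrying HIG-tagged alpha-DG that lacks glycosylation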
Cardio protect – cardioprotection against H2O2-induced cell death, primary screen, uHTS, H9c2 cells, ATPLite luminescence. 360,000 compounds, 0.63% hits. H9c2 cardiomyocytes, H2O2 injury protection, 2 h. AID 588492, 2011. protection from H2O2 cell death, % at 20 µM;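 active = compounds giving at least 50% protection of heart cells from peroxide-induced death in the single-dose screen, raw or plate-pattern-corrected value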;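 note: 0% = DMSO wells with peroxide and 100% = DMSO wells without peroxide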
Starred values were filed as active, the others as inactive.

A first look (2 entries):
CCC(C)(O)c1[nH]c2ccc(C(F)(F)F)cc2c1C (stereo not drawn) was read as MC4R barr agon 1.7, CaV13 ICDI inh -10, PDI turbidity -3, ABCB6 inh MLPCN 104, Glyco luc inh -4, m5-HT2A agonist 2, MC4R antag cAMP -1, Vif imaging 20, aDG glyco up -0.1 and Cardio protect -6.
`CCOc1ccc(C(=O)Nc2c3c(nn2-c2ccc(C)cc2)CS(=O)C3)cc1OCC` (stereo not drawn) gave MC4R barr agon 1.0, CaV13 ICDI inh -6, ABCB6 inh MLPCN 101, Glyco luc inh 2, m5-HT2A agonist 7, MC4R antag cAMP 9, Vif imaging -5, aDG glyco up 2.0 and Cardio protect 26.

The listing, from the first entry:
CCC(C)(O)c1[nH]c2ccc(C(F)(F)F)cc2c1C (stereo not drawn) was read as MC4R barr agon 1.7, CaV13 ICDI inh -10, PDI turbidity -3, ABCB6 inh MLPCN 104, Glyco luc inh -4, m5-HT2A agonist 2, MC4R antag cAMP -1, Vif imaging 20, aDG glyco up -0.1 and Cardio protect -6.
`CCOc1ccc(C(=O)Nc2c3c(nn2-c2ccc(C)cc2)CS(=O)C3)cc1OCC` (stereo not drawn) gave MC4R barr agon 1.0, CaV13 ICDI inh -6, ABCB6 inh MLPCN 101, Glyco luc inh 2, m5-HT2A agonist 7, MC4R antag cAMP 9, Vif imaging -5, aDG glyco up 2.0 and Cardio protect 26.
For O=C(C1=C[C@H](C2CCCCC2)C[C@H](OCc2ccc(CO)cc2)O1)N1CCN(Cc2ccc3c(c2)OCO3)CC1 the results were MC4R barr agon 0.7, PDI turbidity -13, ABCB6 inh MLPCN 92, Glyco luc inh -3, m5-HT2A agonist -5, MC4R antag cAMP 11, Vif imaging 0, aDG glyco up 0.6 and Cardio protect -2.
`O=C(NCCN1CCN(C(=O)c2cccc([N+](=O)[O-])c2)CC1)C(=O)NCc1ccc(Cl)cc1` gave MC4R barr agon -2.5, CaV13 ICDI inh -6, PDI turbidity -1, ABCB6 inh MLPCN 99, Glyco luc inh -1, m5-HT2A agonist 1, MC4R antag cAMP 7, Vif imaging -3, aDG glyco up -0.1 and Cardio protect -2.
For Cc1ccc(NC(=S)N2CCC(NC(=O)c3ccc(F)cc3)CC2)cc1C the results were MC4R barr agon -0.8, CaV13 ICDI inh -7, PDI turbidity -5, ABCB6 inh MLPCN 100, Glyco luc inh 1, m5-HT2A agonist -12, MC4R antag cAMP 10, Vif imaging -8, aDG glyco up 0.1 and Cardio protect 1.
Screening CCc1nc2ccccc2c(NC(=O)CN2CC(C)CC(C)C2)c1C (stereo not drawn) returned MC4R barr agon -1.0, CaV13 ICDI inh -5, PDI turbidity -8, ABCB6 inh MLPCN 95, Glyco luc inh -4, m5-HT2A agonist -4, MC4R antag cAMP 4, Vif imaging 4, aDG glyco up 0.2 and Cardio protect 3.
Screening CC1CC(C)CN(CCCNC(=O)c2csc3c2CCCCC3)C1 (stereo not drawn) returned MC4R barr agon -1.7, CaV13 ICDI inh -17, PDI turbidity -9, ABCB6 inh MLPCN 96, Glyco luc inh -1, m5-HT2A agonist 4, MC4R antag cAMP 3, Vif imaging 1, aDG glyco up 0.0 and Cardio protect -5.
For COC(=O)CCC(NS(=O)(=O)OCC(Cl)(Cl)Cl)c1ccccc1 (stereo not drawn) the results were MC4R barr agon 1.3, CaV13 ICDI inh -11, PDI turbidity 1, ABCB6 inh MLPCN 102, Glyco luc inh 0, m5-HT2A agonist 6, MC4R antag cAMP 11, Vif imaging -3, aDG glyco up 0.2 and Cardio protect -10.
Cn1nnnc1SCc1ccc(F)cc1 was read as MC4R barr agon 1.6, CaV13 ICDI inh 0, PDI turbidity 14, ABCB6 inh MLPCN 101, Glyco luc inh 0, m5-HT2A agonist -1, MC4R antag cAMP -6, Vif imaging -10, aDG glyco up 0.4 and Cardio protect -3.
`COc1ccc(C(=O)CN(C(=O)c2ccc(Cl)cc2)N2C(=O)C3CCCCC3C2=O)cc1` (stereo not drawn) gave MC4R barr agon 0.0, CaV13 ICDI inh -9, PDI turbidity -4, ABCB6 inh MLPCN 96, Glyco luc inh 0, m5-HT2A agonist -3, MC4R antag cAMP 9, Vif imaging 0, aDG glyco up -0.2 and Cardio protect 3.
C/C(=N\OCC(=O)Nn1c(=O)[nH]c2ccccc2c1=O)c1cccs1 was read as MC4R barr agon -2.9, CaV13 ICDI inh -3, PDI turbidity 0, ABCB6 inh MLPCN 101, Glyco luc inh 1, m5-HT2A agonist 4, MC4R antag cAMP 9, Vif imaging 9, aDG glyco up 0.0 and Cardio protect -5.
Screening CC12CCC(C(=O)Nc3nc4ccc(Br)cc4s3)(OC1=O)C2(C)C (stereo not drawn) returned MC4R barr agon -1.9, CaV13 ICDI inh 0, PDI turbidity -9, ABCB6 inh MLPCN 96, Glyco luc inh 0, m5-HT2A agonist -4, MC4R antag cAMP 6, Vif imaging 36, aDG glyco up 0.3 and Cardio protect -8.
`Cc1c(C(=O)c2ccccc2)oc2ccc3ccccc3c12` gave MC4R barr agon -1.8, CaV13 ICDI inh -5, PDI turbidity 3, ABCB6 inh MLPCN 92, Glyco luc inh -4, m5-HT2A agonist -5, MC4R antag cAMP 0, Vif imaging 5, aDG glyco up -0.2 and Cardio protect -7.
For C[C@H]1CN([C@@H](C)CO)C(=O)CCCn2nncc2CO[C@H]1CN(C)S(=O)(=O)c1ccc(-n2cccn2)cc1 the results were MC4R barr agon 1.8, CaV13 ICDI inh -2, PDI turbidity 1, ABCB6 inh MLPCN 98, Glyco luc inh 0, m5-HT2A agonist 7, MC4R antag cAMP 8, Vif imaging -2, aDG glyco up 0.0 and Cardio protect -1.
Cc1csc(SCC(=O)Nc2nc(-c3ccccc3)cs2)n1 was read as MC4R barr agon -0.6, PDI turbidity 3, ABCB6 inh MLPCN 191, Glyco luc inh 0, m5-HT2A agonist 0, MC4R antag cAMP 3, aDG glyco up -0.2 and Cardio protect -10.
`CCC1(C(=O)c2ccccc2)C(c2cccc([N+](=O)[O-])c2)C1(C(=O)OC)C(=O)OC` (stereo not drawn) gave MC4R barr agon -0.1, CaV13 ICDI inh -3, PDI turbidity -4, ABCB6 inh MLPCN 91, Glyco luc inh -4, m5-HT2A agonist -1, MC4R antag cAMP 7, Vif imaging -2, aDG glyco up -0.3 and Cardio protect -9.
For C=CCOCC(O)Cn1c(N2CCCC2)nc2c1c(=O)[nH]c(=O)n2C (stereo not drawn) the results were MC4R barr agon 0.0, CaV13 ICDI inh 0, PDI turbidity 10, ABCB6 inh MLPCN 95, Glyco luc inh 0, m5-HT2A agonist 3, MC4R antag cAMP -4, Vif imaging -3, aDG glyco up -0.1 and Cardio protect 3.
Screening COc1ccc2nc(SC(C)C(=O)NC3CCCCC3)[nH]c2c1 (stereo not drawn) returned MC4R barr agon 0.2, CaV13 ICDI inh -2, PDI turbidity 8, ABCB6 inh MLPCN 99, Glyco luc inh 3, m5-HT2A agonist -6, MC4R antag cAMP 14, Vif imaging 1, aDG glyco up 2.0 and Cardio protect -6.
For O=c1nc(-c2ccccc2)c(-c2ccccc2)n[nH]1 the results were MC4R barr agon -0.2, CaV13 ICDI inh -4, PDI turbidity -3, ABCB6 inh MLPCN 96, Glyco luc inh 2, m5-HT2A agonist 3, MC4R antag cAMP 0, aDG glyco up 0.0 and Cardio protect -3.
For O=C(COC(=O)c1ccc(O)cc1O)Nc1cc(-c2ccccc2)nn1-c1ccccc1 the results were MC4R barr agon -2.4, CaV13 ICDI inh -4, PDI turbidity -11, ABCB6 inh MLPCN 94, Glyco luc inh -4, m5-HT2A agonist 2, MC4R antag cAMP 10, Vif imaging 0, aDG glyco up -0.1 and Cardio protect 9.
Cc1ccc(C#N)c(SCCN2CCCCC2)n1 was read as MC4R barr agon -1.6, CaV13 ICDI inh -16, PDI turbidity -12, ABCB6 inh MLPCN 102, Glyco luc inh -1, m5-HT2A agonist -8, MC4R antag cAMP -4, Vif imaging -3, aDG glyco up 0.0 and Cardio protect 6.
`COc1ccccc1NC(=O)c1cc(C)oc1C` gave MC4R barr agon -2.6, CaV13 ICDI inh 10, PDI turbidity 8, ABCB6 inh MLPCN 99, Glyco luc inh 1, m5-HT2A agonist -1, MC4R antag cAMP 6, Vif imaging 12, aDG glyco up 0.4 and Cardio protect 4.
For Cc1nnc(NC(=O)c2cc(S(=O)(=O)N3CCCCC3)ccc2Cl)s1 the results were MC4R barr agon -3.3, CaV13 ICDI inh -3, PDI turbidity -1, ABCB6 inh MLPCN 99, Glyco luc inh -3, m5-HT2A agonist 4, MC4R antag cAMP 15, Vif imaging 2, aDG glyco up 0.1 and Cardio protect -1.
Cc1cc(=O)oc2cc3c(cc12)OCCO3 was read as MC4R barr agon -0.7, CaV13 ICDI inh -3, PDI turbidity -2, ABCB6 inh MLPCN 93, Glyco luc inh 2, m5-HT2A agonist 8, MC4R antag cAMP 6, Vif imaging 0, aDG glyco up -0.4 and Cardio protect -8.
`C=Cc1ccc(Cn2c(=O)n(CCCOC)c(=O)c3sccc32)cc1` gave MC4R barr agon 0.4, CaV13 ICDI inh -6, PDI turbidity 2, ABCB6 inh MLPCN 97, Glyco luc inh 0, m5-HT2A agonist 3, MC4R antag cAMP 22, Vif imaging -7, aDG glyco up 0.6 and Cardio protect 5.
CC1CCCCC12NC(=O)N(CC(=O)Nc1ccc3[nH]c(=O)[nH]c3c1)C2=O (stereo not drawn) was read as MC4R barr agon -1.2, CaV13 ICDI inh -6, PDI turbidity -3, ABCB6 inh MLPCN 102, Glyco luc inh 1, m5-HT2A agonist 3, MC4R antag cAMP -7, Vif imaging -4, aDG glyco up -0.1 and Cardio protect 2.
CCSc1nnc(NC(=O)c2ccco2)s1 was read as MC4R barr agon -1.8, CaV13 ICDI inh -5, PDI turbidity -10, ABCB6 inh MLPCN 94, Glyco luc inh 0, m5-HT2A agonist 0, MC4R antag cAMP 3, Vif imaging 8, aDG glyco up 0.0 and Cardio protect -7.
For COc1ccc(C(=O)C[n+]2cccc3cc(OC)ccc32)cc1 the results were MC4R barr agon -0.2, CaV13 ICDI inh -4, PDI turbidity -2, ABCB6 inh MLPCN 108, Glyco luc inh -1, m5-HT2A agonist 1, MC4R antag cAMP 0, aDG glyco up 0.3 and Cardio protect -6.

Source: PubChem
